Compound activity from PubChem BioAssay.
MC4R ag barr: activates human MC4R beta-arrestin recruitment. U2OS MC4R beta-arrestin complementation, luminescence; percent of melanotan II response, DMSO zero. activation, % at 8.9 µM. actives 0.98% (n = 360,000);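 active = activation above a per-plate cutoff, the mean activation of sample wells on that plate plus 3 SD, cut at about 8% in these data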
MC4R antag cAMP: human MC4R antagonism in cAMP assay | P32245 | MC4R-expressing cells, MTII-stimulated cAMP, LANCE TR-FRET | inhibition, % at 6.5 µM | actives 0.48% (n = 360,000) | AID 540295;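 active = inhibition above its plate's cutoff, the mean of tested wells on that plate plus 3 SD, cut at about 29% in these data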;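 also: 0% = Melanotan II alone and 100% = Melanotan II plus saturating MCL0020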
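material = U2OS cells stably expressing human melanocortin 4 receptor (MC4R) | also added = Melanotan II challenge | dosing = single nominal compound dose of 6.5 µM | detection = TR-FRET with Eu-cAMP and labeled anti-cAMP, 671 nm | replication = singlicate | timing = compound 30 min, challenge 1 h, detection 1 h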
NOD2 RIPK2 PPI: inhibitors of human NOD2-RIPK2 interaction. actives 0.38% (n = 360,000). inhibition, % at 4.98 µM. AID 624267. CHO BLA complementation NOD2-RIPK2, CCF4 ratio; in the data active = inhibition above about 21%;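 also: 0% = vehicle only and 100% = reference blocker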
NCOA2 inhibitor: human SRC2 (NCOA2) inhibition | Q15596 | HEK293 GAL4-SRC2 luciferase reporter, luminescence | inhibition, % at 9 µM | actives 0.17% (n = 370,000);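 active = inhibition above the mean inhibition of all tested compounds plus 3 SD, set per campaign, cut at about 52% in these data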;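 also: 0% = DMSO treated cells and 100% = cells given Gossypol at 36 µM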
ABCB6 inh 2: inhibitors of human ABC transporter ABCB6. actives 0.19% (n = 360,000). K562-ABCB6 porphyrin accumulation, flow cytometry, 1 h; active compounds read low. Q9NP58. fluorescence ratio to DMSO, % at 10 µM;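 active = fluorescence ratio to DMSO below 75%, the collection mean minus 3 SD; inconclusive = too few cells collected in the well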;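 also: signal is porphyrin accumulated inside mitochondria; 100% equals median channel fluorescence of DMSO control wells; lower ratio means ABCB6 inhibition with less porphyrin fluorescence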
HTR2A ag: activates the mouse 5-HT2A serotonin receptor. CHO-K1 mHTR2A beta-arrestin complementation, luminescence; percent of 30 µM serotonin response. activation, % at 7.6 µM. actives 0.66% (n = 360,000);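 active = activation above a run cutoff, the mean activation of all tested compounds plus 3 SD, cut at about 14% in these data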;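 also: 0% = plate median of compound wells and 100% = 30 µM serotonin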
H9c2 protect: protects H9c2 cardiomyocytes from peroxide injury | actives 0.63% (n = 360,000) | protection from H2O2 cell death, % at 20 µM | H2O2 injury protection, ATPLite, 2 h;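 active = compounds giving at least 50% protection of heart cells from peroxide-induced death in the single-dose screen, raw or plate-pattern-corrected value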;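 also: 0% = DMSO wells with peroxide and 100% = DMSO wells without peroxide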
ABHD5 PLIN5 PPI: ABHD5-PLIN5 protein interaction inhibition; Q00G26+Q8WTS1; actives 0.78% (n = 360,000); Split G. princeps luciferase complementation, luminescence, 4 h; inhibition, % at 4 µM;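 active = inhibition above the mean inhibition across every tested compound plus 3 SD, cut at about 22% in these data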;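 also: 0% = DMSO only wells and the 100% control is not disclosed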
TLR9-MyD88 inh: inhibitors of human TLR9-MyD88 binding. Q9NR96+Q99836. CHO BLA complementation TLR9-MyD88, CCF4 FRET ratio. inhibition, % at 4.98 µM. actives 0.21% (n = 340,000). AID 504734;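 active = inhibition above the mean over all tested compounds plus 3 SD, cut at about 21% in these data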;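 also: 0% = DMSO only wells and 100% = clavulanate BLA inhibitor control wells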
Target sequence (Q99836 whole entry, looked up): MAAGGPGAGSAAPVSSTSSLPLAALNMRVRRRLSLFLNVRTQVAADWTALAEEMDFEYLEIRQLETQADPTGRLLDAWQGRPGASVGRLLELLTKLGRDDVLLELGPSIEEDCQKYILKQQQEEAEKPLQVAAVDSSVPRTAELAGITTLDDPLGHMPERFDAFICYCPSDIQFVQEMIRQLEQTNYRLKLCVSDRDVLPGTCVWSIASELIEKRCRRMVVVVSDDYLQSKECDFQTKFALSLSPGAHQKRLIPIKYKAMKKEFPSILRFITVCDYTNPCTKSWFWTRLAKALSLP
Target sequence (Q9NR96 whole entry, looked up): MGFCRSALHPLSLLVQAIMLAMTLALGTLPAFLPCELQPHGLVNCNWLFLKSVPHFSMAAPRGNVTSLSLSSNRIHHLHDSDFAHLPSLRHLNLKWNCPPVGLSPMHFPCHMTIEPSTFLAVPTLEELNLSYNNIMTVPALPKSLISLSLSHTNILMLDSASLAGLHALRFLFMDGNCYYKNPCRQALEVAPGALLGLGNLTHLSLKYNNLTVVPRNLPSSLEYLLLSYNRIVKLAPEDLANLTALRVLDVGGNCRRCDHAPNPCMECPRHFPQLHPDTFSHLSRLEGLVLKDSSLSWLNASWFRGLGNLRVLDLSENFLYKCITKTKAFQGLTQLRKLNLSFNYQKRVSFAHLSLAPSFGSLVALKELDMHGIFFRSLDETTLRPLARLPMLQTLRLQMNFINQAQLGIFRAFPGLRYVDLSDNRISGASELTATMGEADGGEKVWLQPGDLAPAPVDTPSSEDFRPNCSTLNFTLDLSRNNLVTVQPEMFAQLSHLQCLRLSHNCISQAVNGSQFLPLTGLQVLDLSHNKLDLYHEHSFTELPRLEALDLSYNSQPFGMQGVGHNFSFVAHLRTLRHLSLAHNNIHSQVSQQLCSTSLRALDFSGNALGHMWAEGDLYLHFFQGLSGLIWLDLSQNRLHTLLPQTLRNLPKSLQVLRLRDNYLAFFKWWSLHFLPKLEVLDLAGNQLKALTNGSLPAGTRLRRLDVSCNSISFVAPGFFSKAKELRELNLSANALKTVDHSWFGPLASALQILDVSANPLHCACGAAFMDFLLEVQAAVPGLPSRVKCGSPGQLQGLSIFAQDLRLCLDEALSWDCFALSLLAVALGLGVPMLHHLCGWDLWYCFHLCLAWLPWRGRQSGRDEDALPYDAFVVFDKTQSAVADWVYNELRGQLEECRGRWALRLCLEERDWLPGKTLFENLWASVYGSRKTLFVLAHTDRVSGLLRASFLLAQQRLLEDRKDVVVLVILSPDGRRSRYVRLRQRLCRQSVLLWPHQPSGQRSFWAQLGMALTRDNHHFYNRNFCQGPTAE
Glyco luc inh: N-linked glycosylation inhibition. D54 ERlucT glycosylation luciferase reporter, 24 h; percent of 100 nM tunicamycin response. reporter increase, % at 12.5 µM. actives 0.23% (n = 360,000);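 active = mean luciferase reporter signal, scaled so untreated is 0 and the glycosylation-blocking control 100, at or above a set limit in every replicate; inconclusive = mean reaches the limit but not every replicate does; inactive = mean below the limit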;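 also: luciferase carries N-glycosylation sites so blocking glycosylation raises the light; 0% = median of neutral control wells and 100% = median of 100 nM tunicamycin wells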
* = called active by the depositor; ? = inconclusive; · = not tested or not shown. Only part of the results is shown; count on the stated rates, not on these rows.

item | mol | MC4R ag barr | MC4R antag cAMP | NOD2 RIPK2 PPI | NCOA2 inhibitor | ABCB6 inh 2 | HTR2A ag | H9c2 protect | ABHD5 PLIN5 PPI | TLR9-MyD88 inh | Glyco luc inh
1 | Cc1ccc(-c2nnc(Nc3ccc(O)cc3)c3ccccc23)cc1S(=O)(=O)NCCO | -1.2 | 2 | 1 | 12 | 102 | -4 | 8 | -3 | 3 | -1
2 | CCOC(=O)c1sc(NC(=O)CSc2nc(C)cc(C(F)(F)F)n2)c(C#N)c1C | -2.8 | 9 | -10 | 11 | 97 | -1 | -10 | -4 | 3 | 0
3 | COc1cc(-c2cc(=O)c3ccc(O)cc3o2)cc(OC)c1OC | -0.5 | -20 | -3 | -16 | 109 | -2 | 3 | -3 | · | 9
4 | COc1cc2c(cc1OC)C(COc1ccc(F)cc1)N(C(=O)c1ccco1)CC2 (configuration not stated) | -0.2 | -2 | -2 | 0 | 93 | -4 | 44 | -3 | 7 | -3
5 | CC(=O)N1CCc2cc(C(=O)CN3CCN(c4ccccc4F)CC3)ccc21 | -0.8 | 3 | -5 | -22 | 99 | 13 | 15 | -6 | -1 | 1
6 | O=C(CNC(=O)c1ccccc1F)NCCCN1CCCC1=O | -2.6 | 6 | -25 | -12 | 98 | 5 | 2 | 11 | -1 | 1
7 | CCn1c(SCC(=O)Nc2ccc(C)cc2)nc2nc3c(cc2c1=O)COC(C)(C)C3 | 4.4 | 11 | -5 | 19 | 102 | 6 | 2 | 14 | 7 | 2
8 | COc1cccc(NC(=O)CSc2nc3ccccc3c(=O)n2CCCC(=O)N2CCCC2)c1 | -1.8 | 9 | 2 | -22 | 98 | 1 | 15 | 9 | 5 | -2
9 | Cc1ccc(S(=O)(=O)Nc2nnc(C(C)(C)C)s2)cc1 | -2.9 | 2 | -2 | -12 | 100 | -1 | 8 | -2 | -9 | 1
10 | Cc1ccc(C(=O)n2cnnc2N)cc1 | -2.2 | 7 | -8 | -11 | 101 | 4 | -4 | 0 | -1 | 2
11 | COCCOC(=O)c1c(C)nc(SCC(=O)Nc2ccc(OC)cc2)c(C#N)c1-c1ccco1 | 2.3 | 3 | -1 | -22 | 87 | 2 | -7 | 6 | -5 | -2
12 | Cc1ccc(S(=O)(=O)N2CCC(C(=O)OCC(=O)N3CCC(C)CC3)CC2)cc1C | -1.4 | 11 | -4 | 16 | 99 | 2 | -8 | 4 | -5 | 1
13 | COc1ccc(CCSc2nnc(C3CCCCC3)n2N)cc1 | -2.2 | 2 | -12 | 0 | 104 | 3 | -3 | 1 | -6 | 8
14 | CCCCNC(=O)C[C@@H]1C[C@@]2(C(=O)OC)CC(C)(C)CC=C2N(Cc2ccco2)C1=O | · | · | -3 | 20 | · | 8 | · | -1 | · | ·
15 | O=C(Cc1c(Cl)cccc1Cl)OCC(=O)c1ccc[nH]1 | -0.3 | -8 | 4 | -16 | 98 | 0 | 3 | 4 | -1 | -1
16 | COc1cccc2cc(-c3nc(-c4cccs4)cs3)c(=O)oc12 | 3.2 | 7 | 3 | -102 | 100 | 0 | 87* | 4 | 8 | -1
17 | Cc1ccc(NC(=O)c2cc(S(=O)(=O)N(C)C)ccc2N2CCCC2)cc1F | -3.2 | 0 | 2 | 7 | 99 | 1 | -2 | 2 | 5 | 90*
18 | O=C(NCC1CCCCC1)c1cc(S(=O)(=O)N2CCOCC2)ccc1F | -1.1 | 9 | -3 | 10 | 117 | 15* | -5 | 5 | -8 | -3
19 | CCOc1cc(C(=S)N2CCOCC2)ccc1OS(=O)(=O)c1ccc(C)cc1 | -1.7 | 0 | 2 | 14 | 101 | 6 | -8 | 5 | -3 | 1
20 | COc1cccc(NC(=O)CSc2nc3c([nH]c4ccccc43)c(=O)n2C)c1 | 3.4 | -11 | -9 | -11 | 104 | 1 | 7 | 1 | -3 | 13
21 | O=C(CN(c1ccccc1)S(=O)(=O)c1ccccc1[N+](=O)[O-])NN=C1CCCCCCC1 | -1.4 | 15 | -8 | 21 | 100 | -1 | 2 | -5 | -4 | -1
22 | Cc1ccc(NC(=O)N2CCC(O)(c3cccnc3)CC2)cc1 | 0.5 | 9 | 2 | -8 | 95 | 4 | 2 | 3 | 1 | 0
23 | COc1ccc(O)c(C(=O)CC(=O)c2ccncc2)c1 | -2.2 | -6 | -5 | -101 | 98 | 1 | 0 | 2 | -7 | 1
24 | COc1ccc(OC)c(C(O)c2coc3ccc(O)c(CN4CCOCC4)c23)c1 (configuration not stated) | -2.0 | 9 | -3 | · | 95 | -3 | 0 | 0 | 3 | 1
25 | COc1ccc(CNC(=O)CCCOc2cc(=O)n(C)c3ccccc23)cc1 | -1.2 | 13 | 2 | -33 | 100 | -2 | 9 | 1 | 6 | 9
26 | CC1CCN(CC(=O)Nc2ccc(S(=O)(=O)N3CCCC(C)C3)cc2)CC1 (configuration not stated) | 0.7 | 3 | -7 | 20 | 105 | -1 | -7 | -7 | -8 | -7
27 | CCOC(=O)N1CCC(NC(=O)CS(=O)(=O)Cc2nc(-c3ccc(C)cc3)oc2C)CC1 | 3.2 | 5 | -4 | -13 | 93 | 1 | -2 | -16 | -8 | 0
28 | CCCCNC(=O)C1(C)CCN1C(=O)c1ccc2sccc2c1 (configuration not stated) | -1.3 | 13 | -4 | -1 | 103 | 0 | -2 | -3 | · | -1
29 | COc1ccccc1OCC(=O)N1CCCC(Nc2ccc(C)c(C)c2)C1 (configuration not stated) | -2.2 | 9 | -4 | -29 | 104 | -7 | 1 | 3 | 0 | 1
30 | NC(=O)CSc1nnc(-c2ccco2)n1N | -0.6 | 11 | -4 | -4 | 97 | 9 | -1 | 1 | -1 | 2
31 | COc1ccc(C(CNC(=O)COc2cc(C)c(Cl)c(C)c2)N2CCCCC2)cc1 (configuration not stated) | 1.2 | 8 | 2 | 5 | 97 | -6 | -1 | 5 | 5 | -4
32 | COC(=O)c1cc2oc(C)cc2n1CC(=O)Nc1ccc(C)c(C)c1 | -0.5 | 0 | 1 | -26 | 100 | -2 | -4 | 6 | -5 | -2
33 | CC1CCCC(NC(=O)c2nn(C)c3c2CS(=O)(=O)c2ccccc2-3)C1C (configuration not stated) | -2.0 | 16 | -3 | 12 | 96 | 0 | 3 | 4 | 2 | -2
34 | CN(C)CCNC(=O)/C=N/O | -1.0 | -1 | -1 | -19 | 101 | -3 | 9 | -8 | 3 | 0
35 | Cc1cccc2cc3c(nc12)-c1ccccc1C3=O | 2.0 | 6 | 0 | -76 | 100 | -8 | -12 | -12 | -12 | 2
36 | O=C(NCc1cccnc1)C(=O)NCC1OCCN1S(=O)(=O)c1ccc(F)cc1 (configuration not stated) | 0.9 | 5 | 10 | 2 | 100 | 2 | 6 | 8 | 14 | 0
37 | Cn1c(N)c(C(=O)COC(=O)C2CC(=O)N(Cc3ccccc3)C2)c(=O)n(C)c1=O (configuration not stated) | -0.2 | 2 | -1 | -6 | 118 | 4 | 8 | 0 | -9 | 0
38 | COC(=O)c1ccccc1NC(=S)N1CCOCC1 | -0.7 | 1 | -13 | -5 | 94 | 0 | -9 | -7 | 0 | -1
39 | Nc1ccc(-n2cc(-c3ccccc3)[nH]c2=S)cc1 | -1.7 | 9 | 12 | -53 | 102 | -1 | -10 | -9 | -1 | 3
40 | O=C(Nc1ccccc1[N+](=O)[O-])c1nc[nH]c1C(=O)NCCO | 1.0 | 4 | 6 | -7 | 98 | 2 | 15 | 3 | -1 | 2
41 | O=C(Cc1ccc(Cl)cc1)Nc1ccccc1N1CCN(C(=O)c2ccccc2)CC1 | -2.9 | 4 | -10 | 8 | 92 | 6 | 11 | 0 | -10 | ?
42 | O=S(=O)(c1cccs1)N1CN(Cc2cccs2)c2nc3ccccc3nc21 | 2.0 | 6 | -8 | -2 | 129 | 0 | -16 | -2 | -3 | 0
43 | O=C(NC(=S)Nc1cc(Cl)ccc1Cl)c1ccco1 | 5.0 | 11 | -6 | -25 | 96 | -2 | -9 | -1 | -6 | -1
44 | Cc1cc(C)c(C#N)c(SCC(=O)CC(=O)OC(C)C)n1 | 0.3 | 1 | -9 | -46 | 98 | -1 | -13 | 0 | -12 | 3
45 | Cc1ccc(N2C(=S)SC3CS(=O)(=O)CC32)cc1 (configuration not stated) | -1.0 | 17 | -6 | 15 | 105 | 1 | -1 | -1 | 0 | 2
46 | COC(=O)c1ccc(OCCCCN(C)Cc2ccccc2)cc1 | 0.4 | 16 | -3 | 10 | 102 | -6 | 8 | -2 | -11 | -4
47 | Cc1ccc(SCCC(=O)NC(C(C)C)C(C)C)cc1 | 1.1 | 12 | -3 | 29 | 92 | -5 | -1 | -6 | -10 | -1
48 | OC(c1ccc(F)cc1)c1ncc(-c2ccccc2Cl)[nH]1 (configuration not stated) | -0.5 | 9 | 3 | -20 | 102 | 1 | -5 | -9 | · | 1
49 | Clc1cnc(N/N=C/c2cccs2)c(Cl)c1 | -0.7 | -2 | 8 | -27 | 90 | 1 | -5 | 1 | 6 | 3
50 | CCOC(=O)N1CCN(C(=O)c2cn(C)c3ccc(S(=O)(=O)N4CCC(C)CC4)cc3c2=O)CC1 | -5.6 | 2 | 1 | 5 | 88 | 2 | -2 | 1 | -2 | 0

Continued.
item | mol | MC4R ag barr | MC4R antag cAMP | NOD2 RIPK2 PPI | NCOA2 inhibitor | ABCB6 inh 2 | HTR2A ag | H9c2 protect | ABHD5 PLIN5 PPI | TLR9-MyD88 inh | Glyco luc inh
51 | CCN(CC)CCn1c2c(c(SCC(=O)Nc3ccc(C(C)C)cc3)nc1=O)CCC2 | -2.0 | 9 | 8 | 13 | 96 | -6 | 3 | 4 | -5 | 0
52 | Cc1ccc(-c2csc(NC(=O)C3CC(=O)N(Cc4ccco4)C3)n2)cc1 (configuration not stated) | -0.6 | -2 | -2 | -2 | 95 | -2 | -11 | 2 | 0 | 3
53 | CC1CCN(C(=O)CCc2nnc3ccc(NCc4ccco4)nn23)CC1 | -2.7 | 5 | -1 | 3 | 103 | 6 | -3 | 8 | 2 | 1
54 | CCCC(C(=O)c1ccccc1)n1cncn1 (configuration not stated) | 0.1 | 19 | -1 | 15 | 91 | 3 | 4 | 1 | -3 | 1
55 | CC1C2C(C)N(C)C(=O)N(C)C2N(C)C(=O)N1C (configuration not stated) | 0.0 | -1 | -7 | -9 | 102 | 0 | -2 | -9 | -5 | 1
56 | COc1ccc(CSCC(=O)Nc2ccccc2)cc1[N+](=O)[O-] | -0.5 | 21 | 0 | -15 | 98 | 0 | 0 | -5 | -4 | 2
57 | CN(C(=O)CSc1nc(-c2cccs2)nc2ccccc12)C1CCS(=O)(=O)C1 (configuration not stated) | -0.9 | 10 | -2 | 15 | 92 | 1 | 10 | -5 | -3 | -1
58 | Cc1c(C=O)c2ccccn2c1C(=O)c1ccccc1 | 0.5 | -4 | 6 | -4 | 102 | -5 | 19 | 1 | -3 | -3
59 | O=C(NC(=S)Nc1ccc(N2CCCCC2)cc1)c1cccs1 | -2.0 | 9 | 1 | -31 | 102 | 0 | -16 | -6 | -8 | -9
60 | CCC1CCCCN1C(=S)NC(=O)c1cccc([N+](=O)[O-])c1 (configuration not stated) | -3.9 | -4 | -14 | -5 | 98 | -2 | 10 | 3 | -1 | 1
